# Screens deposited in PubChem by several laboratories.
# PKA-R1A act: activators of PKA-R1A complex | PKA-R1A dissociation, Cy5-IP20 fluorescence polarization; scaled: DMSO 0%, 113 µM cGMP 100% | hit rate 0.083% among 340,000 | activation, % at 11.4 µM;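 active means percent activation above the mean of all tested compounds plus 3 SD, cut at about 19% in these data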;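 further: higher means more PKAc released from R1A so a rise in polarization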
# HTR5A ag: counter-screen for OPRM1-OPRD1 agonists: human HTR5A agonism; HTR5A agonist assay, luminescence, cell-based; activation, % at 9.3 µM; hit rate 0.61% among 340,000; AID 504692; in the data active means activation mostly above about 9.5%, no sharp cut-off; inactive means mostly below about 7.6%;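 further: 0% = cells with vehicle only and 100% = reference agonist; strong numbers were not always called active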
# DAGLB inhibitor: diacylglycerol lipase beta (human) inhibition; HEK293T DAGLB membrane lysate, EnzChek fluorogenic substrate; inhibition, % at 5.17 µM; hit rate 0.059% among 340,000; AID 504411; in the data active means inhibition above about 34%;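 further: 0% = enzyme with vehicle and 100% = wells lacking enzyme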
# HTR5A inv ctr: inverse agonist of human HTR5A in OPRM1-OPRD1 counter-screen; hit rate 0.083% among 340,000; inhibition, % at 9.3 µM; P47898; HTR5A cell line, luminescence, inverse agonism; in the data active means inhibition mostly above about 23%, no sharp cut-off; inactive means mostly below about 18%;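 further: 0% = cells with DMSO and 100% = no-cell wells with DMSO; some compounds called inactive have numbers as strong as hits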
# Mot1-301 SUMO: blocks SUMOylation pathway, rescuing yeast Mot1-301 growth. S. cerevisiae Mot1-301 growth rescue, ATP luminescence, 38.5C; percent above DMSO median, 100 means doubled. growth rescue, % at 18.8 µM. hit rate 1% among 320,000. AID 2716;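 active means every valid replicate shows activation above 250% relative to neutral control wells; inactive means the rest, any valid replicate at or below 250%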;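 further: OY570 slx delta 5 strain wells were the positive control but not used for scaling; some compounds called inactive have numbers as strong as hits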
# E coli growth: counter-screen for AddAB inhibitors: E. coli growth inhibition; hit rate 0.27% among 330,000; inhibition, % at 11.9 µM; AID 449728; E. coli V3065 growth, OD600 absorbance, 18 h;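 active means inhibition above the campaign's mean inhibition across all tested compounds plus 3 SD, cut at about 9.9% in these data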;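 further: uninfected addAB+ strain grown without phage in ampicillin broth; 0% = DMSO wells and 100% = ciprofloxacin 0.95 µg/ml wells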
# Tat export inh: E. coli Tat transport inhibition. E. coli MC4100 TorA-mCherry Tat export, fluorescence. inhibition, % at 10 µM. hit rate 0.036% among 340,000. AID 488895;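 active means mean replicate inhibition at least 50% and at least half of replicates individually reaching 50%; inconclusive means only one of the two criteria met; inactive means neither criterion met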;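 further: exported cargo escapes ClpAP degradation while cytoplasmic cargo is degraded and loses fluorescence; 0% = median of neutral control wells and 100% = median of NaSCN control wells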
# PKA-R2B act: PKA-R2B complex activation. activation, % at 11.4 µM. PKA-R2B holoenzyme dissociation, Cy5-IP20 fluorescence polarization; R2B truncated from residue 108, S112A mutant; 0% DMSO only, 100% 113 µM cGMP. P22694+P31323. hit rate 0.079% among 340,000;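 active means activation above a cutoff set at the mean over all compounds plus 3 SD, cut at about 18% in these data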;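 further: higher means more holoenzyme dissociation and a rise in polarization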
# Target sequence (P31323 whole entry, looked up, other chains not shown, the tested form may be a part): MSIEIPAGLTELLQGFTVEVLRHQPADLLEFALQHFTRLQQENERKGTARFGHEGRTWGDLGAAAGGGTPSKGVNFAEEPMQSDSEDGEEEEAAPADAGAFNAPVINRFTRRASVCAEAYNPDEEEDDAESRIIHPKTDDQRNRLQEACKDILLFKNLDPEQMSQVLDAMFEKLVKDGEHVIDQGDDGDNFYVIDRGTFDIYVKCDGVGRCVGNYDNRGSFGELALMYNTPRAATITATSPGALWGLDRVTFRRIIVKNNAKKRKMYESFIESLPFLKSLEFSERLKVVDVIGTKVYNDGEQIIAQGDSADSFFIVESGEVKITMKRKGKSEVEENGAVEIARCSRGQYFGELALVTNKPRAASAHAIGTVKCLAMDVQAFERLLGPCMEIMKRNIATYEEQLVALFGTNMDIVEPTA
# CDK5 p35 inh: CDK5/p35 (human) kinase inhibition; Q00535+Q15078; Recombinant CDK5/p35, ADP-Glo luminescence, 60 min; inhibition, % at 10 µM; hit rate 0.01% among 330,000; AID 488839;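 active means highest replicate inhibition of at least 50% and at least 75% of replicates reaching 50%; inconclusive means only one of the two criteria met; inactive means both criteria failed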;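 further: plate controls were DMSO neutral control for no effect and GW8510 at 10 µM for full effect; many of its hits are not listed in these tables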
# Target sequence (Q00535 whole entry, looked up): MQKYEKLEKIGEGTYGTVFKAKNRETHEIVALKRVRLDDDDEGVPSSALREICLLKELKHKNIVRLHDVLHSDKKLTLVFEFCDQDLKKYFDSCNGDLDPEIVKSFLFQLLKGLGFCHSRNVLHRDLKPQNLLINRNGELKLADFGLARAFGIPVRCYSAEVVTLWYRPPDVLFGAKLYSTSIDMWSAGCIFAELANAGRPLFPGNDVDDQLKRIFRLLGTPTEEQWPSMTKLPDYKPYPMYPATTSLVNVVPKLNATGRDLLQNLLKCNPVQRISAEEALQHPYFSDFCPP
# Target sequence (Q15078 whole entry, looked up): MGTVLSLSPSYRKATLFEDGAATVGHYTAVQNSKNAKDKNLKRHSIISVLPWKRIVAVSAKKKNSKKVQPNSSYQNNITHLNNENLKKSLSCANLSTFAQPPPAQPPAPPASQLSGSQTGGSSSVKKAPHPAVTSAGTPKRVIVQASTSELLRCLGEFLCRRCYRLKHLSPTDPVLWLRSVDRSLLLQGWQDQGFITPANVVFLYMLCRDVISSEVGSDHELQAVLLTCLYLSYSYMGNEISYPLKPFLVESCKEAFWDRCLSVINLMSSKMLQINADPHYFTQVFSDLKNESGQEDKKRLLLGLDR
# AddAB inh: less growth of phage-infected E. coli with AddAB. AID 435030. E. coli expressing H. pylori AddAB, absorbance growth. hit rate 0.29% among 330,000. inhibition, % at 11.9 µM; in the data active means inhibition above about 12%;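 further: 0% = vehicle wells of infected cells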
# phage Ecoli inh: E. coli growth loss with phage present; AID 651602; hit rate 0.26% among 360,000; growth absorbance; inhibition, % at 11.9 µM; in the data active means inhibition above about 11%
# An asterisk follows results filed as active; i = inactive; ? = inconclusive; . = not tested or not shown; & = joins results of further samples.
mol	Tat export inh	PKA-R2B act	AddAB inh	DAGLB inhibitor	E coli growth	phage Ecoli inh	HTR5A ag	HTR5A inv ctr	Mot1-301 SUMO	CDK5 p35 inh	PKA-R1A act
CCc1ccc(Nc2nc(C)cc(C)c2C(N)=O)cc1	-5	-5	2.1	0	0.3	4.4	-2	7	7	1.0	6
CCN(CC(=O)Nc1ccc(NC(C)=O)cc1)C(=O)Cc1ccc(Cl)c(Cl)c1	1	5	.	-2	.	0.7	4	-12	.	0.8	-7
CCCN(CC1COc2ccccc2O1)C(=S)Nc1ccc(C)cc1 (stereo unspecified)	-5	-7	2.6	-5	-1.6	2.8	4	15	24	5.2	-8
Cc1ccc(CN2CCN(Cc3cn[nH]c3-c3cccc(F)c3)CC2CCO)o1 (stereo unspecified)	7	-1	0.1	-1	-1.9	-0.1	3	-25	21	-0.2	3
CC(C)(C)c1ccc(-c2nnc3sc(-c4ccncc4)nn23)cc1	2	0	2.3	-6	-1.3	1.0	2	13	-4	0.5	9
O=C(Nc1ccccc1C(F)(F)F)c1cc(S(=O)(=O)N2CCOCC2)ccc1F	0	-8	-0.8	-2	-0.7	2.4	0	-10	8	0.2	-8
CC(=O)OCC(=O)[C@H]1CC[C@H]2[C@@H]3CCC4=CC(=O)CC[C@]4(C)[C@H]3CC[C@]12C	-4	9	-2.4	-2	-1.6	2.2	4	-13	10&-26	0.4	-6
CC(NC(=O)COC(=O)C1CCC1)c1ccccc1 (stereo unspecified)	-3	-2	0.6	1	-2.1	2.3	4	-10	0	0.4	-1
COCCNC(=O)CSC1=N/C(=C/c2ccc(Cl)c(Cl)c2)C(=O)N1c1ccccc1F	-2	-1	1.9	-2	1.0	0.4	-5	21	-3	-2.1	2
Cc1ccc(S(=O)(=O)CCC(=O)NCc2ccc(Cl)cc2)cc1	-5	-7	1.2	-6	-0.9	1.7	4	-14	238	-0.1	-13
CCCCc1ccc(-c2ccc(Br)cc2O)nc1	2	-3	6.3	0	2.3	2.2	-1	-27	-6	-1.9	12
O=C(Cn1nnc2ccccc21)c1cccc([N+](=O)[O-])c1	6	11	2.6	1	1.4	4.0	-1	2	5	-0.6	0
O=C(O)c1cn(-c2ccc(F)cc2)c2cc(Cl)c(F)cc2c1=O	-5	-7	53*	0	55*	14*	1	-3	-2	0.4	-5
COc1ccc(CCCC(=O)Nc2ccccc2F)cc1	3	6	3.0	-6	-1.6	1.8	-3	9	0	2.0	0
CCCC(=O)n1nc(-c2cccnc2)nc1NCc1cccs1	1	0	.	0	.	1.2	-3	38	.	-1.0	10
Cc1c(NS(=O)(=O)c2ccc(N)cc2)c(=O)n(-c2ccccc2)n1C	8	7	2.5	-5	-3.5	1.7	-2	9	232	0.6	-4
CCOc1ccc(CN2CCN(Cc3cccn3-c3ncccn3)CC2CCO)cc1 (stereo unspecified)	-5	8	-0.1	-3	0.9	-0.7	-4	-28	-11	4.7	15
CC1CC(C)CN(c2nc3c(c(=O)[nH]c(=O)n3C)n2CCCSc2nc3ccccc3s2)C1 (stereo unspecified)	0	-1	.	2	.	1.6	4	-16	.	-2.2	-4
O=C(C1CCC(C(=O)N2CCCCC2)CC1)N1CCCCC1 (stereo unspecified)	-1	2	2.1	-5	-2.1	2.3	0	-24	-8	-0.6	-14
N#Cc1nc(-c2ccc(F)cc2)oc1NCc1cccc2c1OCO2	4	-16	-1.0	-6	-1.1	-0.1	13	-38	-19	-7.3	-15
O=C(Nc1ccccc1)c1cccc(N2CCCC2=O)c1	-7	3	-1.9	1	1.2	2.4	1	11	-7	0.1	15
Cc1ccccc1NC(=O)c1cccc(C(=O)Nc2ccccc2C)n1	-3	4	1.3	-4	-0.3	2.1	1	-5	6	-1.2	-2
Cc1cc(OCC(=O)NNC(=S)NCC2CCCO2)cc(C)c1Cl (stereo unspecified)	5	-3	3.9	1	0.1	2.5	-9	24	9	0.9	1
CCN1CCCC1CN(Cc1cc2cc(C)ccc2[nH]c1=O)C(=O)Nc1ccccc1OC (stereo unspecified)	-8	19*	1.7	0	1.6	2.8	-1	-13	-22	0.1	0
NC(=O)c1ccccc1NS(=O)(=O)c1ccc(F)cc1	3	0	-0.3	1	-0.6	4.9	0	18	-10	-0.1	1
Cc1ccc(C)c(/C=C2\CCn3c2nc2cc(C(=O)O)ccc2c3=O)c1	1	6	-4.0	-3	-0.4	1.1	0	2	1	0.3	2
Cc1cccnc1NC1CCCCC1	-3	-11	6.7	2	0.6	5.3	1	-2	0	3.1	-6
Cn1c(=O)n(C)c2cc(S(=O)(=O)N3CCOCC3)ccc21	-6	-3	0.9	2	-0.4	1.0	1	1	-2	-0.9	-6
CCOC(=O)c1c(C)c2c(n1C)CCC/C2=N\O	-1	-4	1.9	-6	-0.6	-1.4	3	-23	-6	0.5	1
COc1ccccc1C(=O)OC1CCCN(C)C1 (stereo unspecified)	1	-6	2.0	-1	-0.9	2.7	1	-2	-6	0.1	0
Cc1cc(C)c(C(=O)Nc2ccc(Br)c(C(F)(F)F)c2)c(C)c1	-5	-10	2.5	-13	3.6	2.0	18*	-13	-6	-1.1	-5
COc1nc(-c2ccccc2)c2cc(C)ccc2n1	-9	4	0.2	-4	0.0	1.9	2	-5	i	-0.5	7
O=C(c1ccco1)N1CCN(C(=O)C2CC(c3ccc(Cl)cc3)=NO2)CC1 (stereo unspecified)	3	0	1.2	-4	1.4	3.3	-2	-12	0	0.3	-6
c1ccc(Cn2c(Nn3cnnc3)nc3ccccc32)cc1	-1	-4	1.9	2	1.4	3.4	1	6	-5	0.3	1
COc1ccc2c(c1)[C@H]1[C@H](CO2)[C@H](c2ccccc2)[C@]2(C)C(=O)Nc3ccc(C)cc3C(=O)N12	-2	-18	-0.8	1	-0.3	-2.5	2	-7	598*	-0.9	-14
N#CC(C(=O)OC1CCCCC1)c1nc2ccccc2nc1N1CCOCC1 (stereo unspecified)	1	-5	0.9	-1	1.2	1.8	-2	7	34	1.9	-3
CC(C)C(=O)NC(=S)/C=C1/N(C)c2ccccc2C1(C)C	-6	-3	-0.8	2	-7.6	3.5	3	5	0	1.6	-4
COc1ccc(N2CCN(c3ncnc4c3nnn4Cc3ccccc3Cl)CC2)cc1	10	9	1.4	-2	1.3	1.5	4	-11	-5	0.1	3
COc1ccc(S(=O)(=O)Nc2c(C(=O)O)[nH]c3ccc(OC)cc23)c(OC)c1	-11	-11	4.3	6	0.3	-1.3	2	7	1	35	0
COc1ccc(S(=O)(=O)N2CCN(c3ccccc3OC)CC2)cc1C(=O)N1CCCCC1	1	-4	1.6	2	1.4	-0.3	4	-30	18	-0.4	-8
CC1CCN(CC(O)Cn2c3ccccc3c3ccccc32)CC1 (stereo unspecified)	2	1	0.8	-2	-0.8	3.5	-5	16	-17	-0.8	2
COc1cccc(-c2nnc(SCC(=O)N3CCOCC3)o2)c1	4	-7	2.0	0	-1.8	1.8	1	-11	-2	0.5	0
CC1(C(=O)O)C=CC2(CCCCC2)N1C(=O)c1ccccc1 (stereo unspecified)	-5	-1	-0.2	-1	1.0	2.5	-6	16	-6	-1.3	2
COc1ccccc1CNS(=O)(=O)c1ccc2c(c1)N(C(C)=O)CC(C)S2 (stereo unspecified)	-2	-5	1.1	1	-0.5	0.8	3	9	-1	0.9	4
Cc1nn(-c2ccc(N3CCOCC3)nn2)c(C)c1CCC(=O)NCc1ccccc1F	-3	5	5.2	0	0.7	-1.7	-6	-11	9	-1.7	-10
C=CCNC(=O)C1CC(=O)N(c2ccc(OCC(=O)NCc3ccccc3)cc2)C1 (stereo unspecified)	-4	-4	3.1	-1	-2.3	3.3	-6	14	-10	0.1	5
CCn1cc(C(=O)N[C@@H](C)C(=O)NCCCN2CCOCC2)c(=O)c2cc3c(cc21)OCO3	-2	-9	0.8	1	0.8	0.1	-7	-3	46	-1.1	0
CN(N)C(=S)Nc1ccc(F)cc1	?	-17	2.3	0	4.0	-0.3	-2	13	.	1.4	-14
CCCCn1c(N)c(N(CCOC)C(=O)c2ccc(S(=O)(=O)N3CCC(C)CC3)cc2)c(=O)[nH]c1=O	0	-6	1.0	0	2.8	3.0	-2	6	18	-0.4	1
CCCCCCCOC(=O)c1nc(Cl)c(Cl)c(N)c1Cl	15	-8	-0.8	-14	-1.5	4.3	1	7	-14	.	-9
Cc1ccc(NC(=O)c2cc(N3C(=O)CCC3=O)ccc2N2CCCCC2)cc1	-3	-3	1.3	-1	0.0	2.3	-2	17	290	-0.8	-7
COc1cc(Nc2cc(C)nc3ncnn23)cc(OC)c1	4	5	2.5	0	3.5	1.1	2	-22	5	-5.9	-6
CCOC(=O)C1CCN(C(=O)Nc2cc(Cl)cc(Cl)c2)CC1	3	13	-0.4	-9	-0.2	2.5	-3	-6	14	-1.1	13
CC(=O)CC(c1ccccc1)S(=O)(=O)c1ccc([N+](=O)[O-])cc1 (stereo unspecified)	-8	1	-1.0	1	-1.4	2.1	4	-14	-7	0.0	0
O=C(NC(=O)c1cnccc1C(F)(F)F)Nc1ccccc1	-9	-1	2.7	1	0.7	-2.1	2	2	-2	1.8	5
Cc1cc(C)n(-c2ccc(Cl)c(C(=O)O)c2)n1	-10	1	0.8	0	-0.7	-1.8	-2	7	146	-0.3	0
O=C(Nc1ccc(O)cc1)/C(=C/c1ccco1)NC(=O)c1ccccc1	-12	-9	-0.3	1	1.2	1.2	0	-14	7	-0.5	1
COc1cccc(OC)c1C(=O)N1CCOCC1	-4	7	-0.8	1	-2.3	1.1	-3	-25	28	-0.6	6
CCCN(CC(=O)Nc1ccccc1OC)Cc1c(O)ccc2ccccc12	4	2	0.6	0	0.5	-0.6	2	-17	-13	-0.5	14
CCOc1ccc(C(=O)Nc2ccc(N3CCN(C)CC3)cc2)cc1[N+](=O)[O-]	-3	9	1.8	-2	-0.6	6.6	-4	11	690*	-0.6	3

# Carrying on.
mol	Tat export inh	PKA-R2B act	AddAB inh	DAGLB inhibitor	E coli growth	phage Ecoli inh	HTR5A ag	HTR5A inv ctr	Mot1-301 SUMO	CDK5 p35 inh	PKA-R1A act
O/N=C/c1nc2cc(Cl)ccc2o1	2	1	0.1	-3	1.3	1.2	-1	3	.	0.8	2
O=C(NC1CCCCC1)C1CCC(=O)N(C2CC2)C1 (stereo unspecified)	0	3	-0.6	0	-3.3	1.2	5	-3	-3	-1.0	0
O=C(O)c1cc(-c2ccc(O)cc2)on1	0	8	-0.3	5	-4.6	3.7	2	4	-6	-0.1	-4
CCNC(=O)/C(C#N)=C/c1c(N2CCN(c3ccccc3)CC2)nc2ccccn2c1=O	-4	0	.	0	.	-0.6	-2	7	7	-1.3	-4
